FBW7 activator: FBW7 E3 ligase activators, primary screen, biochemical, AlphaScreen, human; normalized activity (activation), % at 26.1 µM; AlphaScreen FBW7–phospho-cyclin E peptide binding, activator screen; F-box/WD repeat-containing protein 7 (Homo sapiens), Q969H0; 0.13% of 650,000 active; in the data active = normalized activity above about 1.9%;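 also: purified mutant Fbw7 with reduced substrate affinity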
MITF primary: MITF inhibitors, primary screen, biochemical, AlphaScreen, human; Microphthalmia-associated transcription factor (Homo sapiens), O75030; AlphaScreen MITF homodimerization, bead proximity signal; inhibition, % at 2.6 µM; 0.91% of 650,000 active; in the data active = inhibition above about 50%;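 also: 0% = vehicle wells with protein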
Target sequence (O75030 whole entry, looked up): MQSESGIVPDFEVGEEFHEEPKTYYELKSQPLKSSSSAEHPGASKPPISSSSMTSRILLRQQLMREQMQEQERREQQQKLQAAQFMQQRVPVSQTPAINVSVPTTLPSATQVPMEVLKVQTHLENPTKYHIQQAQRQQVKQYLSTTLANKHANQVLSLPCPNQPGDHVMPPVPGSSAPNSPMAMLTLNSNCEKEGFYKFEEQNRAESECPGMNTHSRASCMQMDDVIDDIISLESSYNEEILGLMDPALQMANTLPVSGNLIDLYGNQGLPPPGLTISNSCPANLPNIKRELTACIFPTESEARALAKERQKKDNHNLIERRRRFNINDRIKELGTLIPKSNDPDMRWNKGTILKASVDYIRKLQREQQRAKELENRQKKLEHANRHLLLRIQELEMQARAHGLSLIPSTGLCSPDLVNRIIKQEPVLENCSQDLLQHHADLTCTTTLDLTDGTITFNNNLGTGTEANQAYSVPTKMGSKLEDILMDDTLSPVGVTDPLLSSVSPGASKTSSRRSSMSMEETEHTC
TEAD-YAP block: TEAD-YAP interaction inhibition, primary screen, TEAD-YAP interaction inhibitor project, luminescence, HEK-TIYL cells; TEAD-Gal4/YAP UAS-luciferase luminescence; inhibition, % at 9.12 µM; 1.4% of 640,000 active; AID 1259422, 2018; in the data active = inhibition above about 32%;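 also: 0% = median of test compound wells and 100% = reference inhibitor wells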
GPR151 ag: activators of human GPR151, primary screen, cell-based, PathHunter beta-arrestin, luminescence | G-protein coupled receptor 151 (Homo sapiens), Q8TDV0 | PathHunter beta-arrestin GPR151 cells | activation, % at 11.2 µM | 1% of 650,000 active; in the data active = activation above about 4.9%;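 also: 0% = median of compound wells and 100% = cells with positive control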
Target sequence (Q8TDV0 whole entry, looked up): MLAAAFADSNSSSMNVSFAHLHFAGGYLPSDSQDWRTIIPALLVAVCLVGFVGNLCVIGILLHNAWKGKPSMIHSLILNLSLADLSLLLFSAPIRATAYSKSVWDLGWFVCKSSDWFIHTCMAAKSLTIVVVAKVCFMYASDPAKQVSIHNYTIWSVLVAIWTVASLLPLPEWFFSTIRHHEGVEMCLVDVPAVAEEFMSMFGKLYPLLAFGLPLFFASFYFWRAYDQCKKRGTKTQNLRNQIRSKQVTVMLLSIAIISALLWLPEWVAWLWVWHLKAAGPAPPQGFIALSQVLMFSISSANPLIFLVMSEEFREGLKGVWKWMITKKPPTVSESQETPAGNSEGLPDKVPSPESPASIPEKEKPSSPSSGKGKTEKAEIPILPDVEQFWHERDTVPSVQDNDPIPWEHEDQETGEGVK
Active calls of the source: *; nt = no result given. Compounds as they come; 3.4% or so of the library scored in one or more.

Each structure is followed by: FBW7 activator	MITF primary	TEAD-YAP block	GPR151 ag
CNC(=S)N1CCC(NC(=O)c2cccc(OC)c2)CC1
→ -0.1	-14	-2	0.3
Cc1ccc(NC(=O)C/C(N)=N/OCC(=O)Nc2nnc(-c3ccccc3)o2)cc1
→ 0.0	5	7	0.1
O=C(c1ccco1)N1CCN(C(=S)NC2CC3CCC2C3)CC1 (centres undefined)
→ -0.2	18	-4	-0.4
COc1ccc(Br)cc1CNC(=O)C1CCCN(C(=O)N(C)C)C1 (centres undefined)
→ 0.0	2	4	1.7
Cc1ccc(C)c(OCC(O)CN2CC(C)OC(C)C2)c1 (centres undefined)
→ 0.0	6	9	0.1
Nc1ccc2c(cnn2-c2ccnc(NCCN3CCOCC3)n2)c1
→ -0.1	5	-6	0.2
C=CCN1C(=O)/C(=C/c2cccc([N+](=O)[O-])c2)C(=O)NC1=S
→ -0.2	9	1	-0.1
C/C(CC(=O)N1CCCC1)=N\NC(=O)C(=O)Nc1ccccc1
→ 0.1	14	-22	-0.6
c1cncc(-c2nc(-c3ccncc3)ncc2-c2cnccn2)c1
→ 0.0	9	4	0.7
COC(=O)CSc1nnc(-c2cc(OC)c(OC)c(OC)c2)n1C
→ 0.0	-12	9	-2.3
COc1cc2c(cc1OC)C(=O)NC1(CCCC1)C2
→ 0.4	-2	0	2.1
CC(=O)c1ccc(-c2nc3ccccc3n2C)o1
→ -0.2	-9	-29	-8.4
N#C/C(=C\c1ccco1)C(=O)Nc1ccccc1C(=O)O
→ 0.2	-17	-50	-6.1
O=C(NCCO)c1ccccc1I
→ -0.1	-1	13	-0.2
CC1=C(C(=O)OCCc2ccccc2)C(c2cccc([N+](=O)[O-])c2)CC(=O)N1 (centres undefined)
→ -0.2	12	5	1.0
CC(C)(C)NC(=O)CN(Cc1ccccc1)S(=O)(=O)c1ccccc1
→ 0.0	13	8	-1.1
CCCN(CCC)CCCNC(=O)C1c2ccccc2C(=O)N2CCc3ccccc3C12 (centres undefined)
→ 0.0	9	1	-0.6
CCOC(=O)c1c(-c2ccc(Br)cc2)csc1NC(=O)c1ccc(C(C)(C)C)cc1
→ 0.0	-6	7	1.1
CCOC(=O)c1sc2nc(SCc3ccccc3F)n(Cc3ccccc3)c(=O)c2c1C
→ 0.0	-8	-2	-1.7
Cc1cc(C)c2c(n1)sc1c(=O)n(CC(=O)NCc3ccccc3Cl)cnc12
→ 0.1	-12	2	0.7
CN1CCN(CCc2ccc(Cl)c(Cl)c2)CC1
→ 1.1	3	nt	-0.2
CCCCOc1ccccc1C1NC(=O)NC(C)=C1C(=O)OCC1CCCO1 (centres undefined)
→ 0.1	3	2	1.1
CCOC(=O)c1cnn(Cc2ccccc2Cl)c1N
→ -0.1	1	-9	-0.4
Cc1cc(C)cc(-n2nnc3c(=O)n(Cc4ccc(Cl)c(Cl)c4)cnc32)c1
→ 0.2	15	4	-1.0
CCCC(=O)Nc1ccccc1NC(=O)Cc1ccc(Cl)cc1
→ -0.1	-12	-15	-0.8
CC(C(=O)NCCN1CCCCCC1)n1ncn2cccc2c1=O (centres undefined)
→ 0.1	20	4	-0.5
Cc1ccc(S(=O)(=O)N2CCCC2C(=O)NCc2ccco2)cc1 (centres undefined)
→ 0.2	18	2	-0.3
Cc1c(/C=C2/N=C(c3cccc([N+](=O)[O-])c3)OC2=O)cc(C#N)n1C
→ 0.1	1	3	-0.2
CCCOc1ccc(-c2ccc(-c3noc(-c4cccc([N+](=O)[O-])c4)n3)cc2)cc1
→ 0.1	3	8	0.7
COc1cc(NC(=O)c2nn3c(C(F)(F)F)cc(-c4ccc(Br)o4)nc3c2Br)cc([N+](=O)[O-])c1
→ 0.1	16	-10	-0.1
CP(=O)(O)c1nccn1-c1ccc(Cl)nn1
→ 0.2	-8	9	2.9
CCCN(CCC)S(=O)(=O)c1cc(Br)cc2c1N(C(C)=O)C(C)C2 (centres undefined)
→ -0.1	-3	8	0.0
O=C(/C=C/c1ccc2c(c1)OCO2)N1CCC(c2nc3ccccc3[nH]2)CC1
→ -0.1	3	-6	-0.9
O=C(NCCOc1ccccc1)c1cccc(-c2cccs2)c1
→ 0.1	40	-6	-1.5
CCOC(=O)C1CCCN(c2c(N3CCCCCC3)c(=O)c2=O)C1 (centres undefined)
→ 0.1	16	11	-1.3
O=C(N[C@H]1C[C@H]2C(=O)N3CCC[C@@H]3C(=O)N2C1)c1cccs1
→ -0.1	-11	-8	-1.2
O=C(N/N=C/C=C/c1ccccc1)c1cccc(Br)c1
→ -0.2	5	-16	0.6
COc1ccc(C)cc1NC(=O)CCN1C(=O)c2ccncc2C1=O
→ -0.1	-6	1	0.9
CN(C)c1cccc(Nc2nc(Nc3ccccc3)c3ncn(Cc4ccc(C(F)(F)F)cc4)c3n2)c1
→ 0.8	9	-8	1.3
CCOC(=O)c1ccc(NC(=O)CCCC(=O)Nc2ccc(C(=O)OCC)cc2)cc1
→ -0.1	0	20	0.6
O=C(Nc1c2c(nn1-c1cccc(Cl)c1)CS(=O)(=O)C2)c1ccc(F)cc1
→ 0.8	17	-7	-1.1
COCCSc1nnc(CCNC(=O)c2cccc(N3CCCC3=O)c2)n1C
→ 0.1	3	-2	0.4
COc1ccccc1/C=C(/C(=O)OC1CCOC1=O)c1ccccc1 (centres undefined)
→ 0.0	1	-2	1.4
CCOC(=O)c1ccccc1NC(=O)COc1ccc(C)cc1C
→ 0.1	-10	-4	0.3
Clc1ccc(N2Cc3ccccc3C2)cc1
→ -0.1	-10	-53	-1.9
Cc1ccc(S(=O)(=O)NCc2nnc(N)s2)cc1
→ 0.0	-7	-7	-1.1
Cc1cc(C)nc(N/N=C/c2ccc3ncccc3c2)n1
→ 0.5	19	7	-1.2
CC1CCC(C(=O)NC(C(=O)N2CCN(c3ccccn3)CC2)C(C)C)CC1 (centres undefined)
→ 0.0	-8	10	-0.5
CC1CCCCC1NC(=O)c1ccccc1Cl (centres undefined)
→ 0.0	3	3	-0.7
COP(=Nc1ccccc1[N+](=O)[O-])(c1ccc(C)o1)C(C)(C)C (centres undefined)
→ -0.1	6	0	0.8
Fc1ccc(-c2cn3c4c(nnc3n2)CCCC4)cc1
→ 0.0	0	30	-0.7
COc1ccccc1NC(=O)c1c(NC(=O)c2ccc([N+](=O)[O-])cc2)sc2c1CCCCC2
→ 0.1	-14	-5	-0.7
CCCNC(=O)c1cc(-c2cccc(OC)c2)on1
→ 0.0	19	-61	-2.2
Cc1ncc(-c2ccc(F)cc2)c(C2CCCN(CCC(C)O)C2)n1 (centres undefined)
→ 0.0	-1	5	-0.2
CCn1c(-c2ccc(Cl)cc2)csc1=Nc1cc(OC)c(Cl)cc1OC
→ -0.4	6	35*	1.9
CNC(=S)N1CCC(NC(=O)c2cccnc2)CC1
→ -0.1	7	-9	0.2
Cc1ccc(Cn2ccc(NC(=O)c3noc(C(C)C)c3[N+](=O)[O-])n2)cc1
→ 0.1	11	4	1.9
N#Cc1c(-c2ccc3c(c2)OCO3)nc(N2CCCCC2)[nH]c1=O
→ 0.5	80*	2	-0.7
O=[N+]([O-])c1cc(C(F)(F)F)ccc1Oc1ccccc1-c1ccccc1
→ 0.0	8	1	-1.0
Cc1cccc(N2C(=O)C3C=NNC3=NC2=S)c1 (centres undefined)
→ 0.0	-2	6	1.5

One compound at a time, from the list above:
COP(=Nc1ccccc1[N+](=O)[O-])(c1ccc(C)o1)C(C)(C)C (centres undefined) across the screens: FBW7 activator = -0.1; MITF primary = 6; TEAD-YAP block = 0; GPR151 ag = 0.8
Cc1ccc(S(=O)(=O)NCc2nnc(N)s2)cc1 across the screens: FBW7 activator = 0.0; MITF primary = -7; TEAD-YAP block = -7; GPR151 ag = -1.1
O=[N+]([O-])c1cc(C(F)(F)F)ccc1Oc1ccccc1-c1ccccc1 across the screens: FBW7 activator = 0.0; MITF primary = 8; TEAD-YAP block = 1; GPR151 ag = -1.0

More results:
| canonical_smiles | FBW7 activator | MITF primary | TEAD-YAP block | GPR151 ag |
| --- | --- | --- | --- | --- |
| COC(=O)N/N=C(\C)c1ccccc1Br | 0.4 | 21 | 1 | 1.3 |
| Clc1cccc(C2OCC3(CO2)COC(c2cccc(Cl)c2)OC3)c1 (centres undefined) | 0.1 | -14 | -8 | -0.4 |
| O=C(c1ccccc1)c1cc(Cl)ccc1Nc1nc2ccc(Cl)cc2c(-c2ccccc2)c1Cl | 0.2 | 3 | 7 | 1.1 |
| COc1ccc2cc(C(N)=O)/c(=N/NC(=O)c3ccco3)oc2c1 | -0.1 | -1 | 0 | -0.1 |
| CNC(=O)Cn1nc(-c2ccc(C)c(S(=O)(=O)N(C)C)c2)c2ccccc2c1=O | 0.0 | 9 | 2 | -0.1 |
| CCOc1ccccc1NC(=O)C(CC)Sc1nc2ccsc2c(=O)n1CCC(=O)O (centres undefined) | 0.0 | 5 | -13 | 2.9 |
| OC1/C(=C/c2ccsc2)N2CCC1CC2 (centres undefined) | 0.0 | 15 | 13 | -1.1 |
| CN1C(=O)c2cccc3c(N4CCCCCC4)ccc(c23)C1=O | 0.9 | -8 | -14 | 0.4 |
| Cc1c(C(=O)O)cccc1-c1ccc(/C=N/n2cnnc2)o1 | -0.1 | 29 | -11 | 0.5 |
| Cc1c(Cl)cccc1N=Nc1c(O)[nH]c(=O)[nH]c1=O | 0.6 | 10 | 1 | -1.1 |
| COc1cc(OC)c(/C=N/NC(=O)c2ccc([N+](=O)[O-])cc2)cc1Br | 0.0 | 16 | 4 | 0.0 |
| O=C(NCCN1CCOCC1)c1cc(Nc2ccc(N3CCOCC3)cc2)nc2ccccc12 | 0.0 | 12 | 9 | -0.8 |
| COc1ccc(Oc2ccc(C#N)c(C#N)c2)cc1 | 0.3 | 11 | 3 | -1.0 |
| CSCCCNC1CCN(c2ccc(NC(=O)C3CCCC3)cc2)CC1 | 0.0 | -12 | 1 | -0.6 |
| Fc1cccc(CNCc2cccnc2)c1 | 0.1 | -8 | 3 | -0.7 |
| CCOC(=O)CSc1nnc(CCN2C(=O)c3cccc4cccc(c34)C2=O)n1-c1ccccc1 | 0.0 | 7 | 7 | 1.2 |
| O=C(NCc1ccccc1Cl)C(=O)Nc1ccccc1F | -0.1 | 1 | -24 | 0.7 |
| COc1nc(-c2cccs2)cc(-c2ccc(C(C)C)cc2)c1C#N | 0.2 | 9 | 5 | -0.3 |
| CCCCOc1ccc(C(=O)Nc2c3c(nn2-c2ccc([N+](=O)[O-])cc2)CSC3)cc1 | 0.2 | -10 | -4 | 1.1 |
| COc1ccc(NC(=O)CC2C(=O)N(c3cccc(OC)c3)C(=O)N2Cc2ccco2)cc1 (centres undefined) | -0.1 | 0 | 3 | -0.3 |
| COCC(=O)Nc1ccc(S(=O)(=O)NCC2CCCO2)cc1 (centres undefined) | 0.1 | -9 | 6 | -0.3 |
| Cc1ccc(C)c(N2C(=O)C3C4CC(=O)C(c5ccccc54)C3C2=O)c1 (centres undefined) | -0.2 | -6 | -4 | -0.7 |
| O=C(Cc1nn[nH]n1)NCc1ccccc1Cl | -0.3 | -12 | 4 | -0.2 |
| Cc1ccc(C(=O)Nc2ccc(NC(=O)c3ccco3)cc2)cc1 | 0.4 | 2 | -18 | 1.1 |
| O=C1CCCN1CCn1cnc2c(NC3CC3)nc(N3CCC(N4CCOCC4)CC3)nc21 | 0.2 | -10 | -2 | -0.1 |
| CCN(CC)C1=C(C(=O)c2ccccc2)N(CC(=O)c2ccccc2)S(=O)(=O)c2ccccc21 | 0.0 | -6 | -2 | -2.6 |
| Clc1ccc(CNc2ccc(Br)cn2)cc1 | 0.0 | -11 | -50 | 2.3 |
| Cc1cc(C)cc(NC(=O)c2cc3ccccc3oc2=O)c1 | 0.0 | 6 | -2 | -0.9 |
| COc1ccc(NC(=O)NC(=O)c2c(Cl)ccc(Cl)c2OC)cc1 | -0.1 | -1 | 38* | -2.3 |
| CCOC(=O)C1=C(C)Nc2nnnn2C1c1ccc(C)cc1 (centres undefined) | -0.1 | -9 | -8 | 0.1 |
| COc1cc(Br)cc(/C=N/NC(=S)Nc2cccc(C(=O)O)c2)c1O | 0.0 | 13 | 3 | 2.4 |
| O=C(ON1C(=O)CCC1=O)c1ccc(-c2ccccc2)cc1 | 0.1 | 8 | 5 | -1.0 |
| CC1CCCN(C(=O)CCS(=O)(=O)c2cccc3nsnc23)C1 (centres undefined) | 0.9 | 12 | -3 | -0.2 |
| CCOC(=O)c1sc2nc(C)nc(Nc3ccc(OC)cc3OC)c2c1C | -0.1 | -4 | 7 | 0.4 |
| CCOC(=O)c1conc1-c1c[nH]c2ccccc12 | -0.1 | -8 | -43 | 0.6 |
| CC(C)(C)C(=O)NCCSc1c[nH]c2ccccc12 | -0.1 | 3 | 1 | 0.5 |
| CCN1/C(=C/C=c2/sc(=C3C(=O)c4ccccc4C3=O)n(CC)c2=O)C(C)(C)c2cc(-c3ccccc3)ccc21 | 0.5 | 14 | -9 | -0.7 |
| COc1cccc(N2CCN(S(=O)(=O)c3ccc(F)cc3)CC2)c1 | -0.1 | 19 | -10 | 0.7 |
| COc1ccc2c(c1)CC(c1nc3c(F)cc(-c4ccnc(N)n4)cc3[nH]1)CO2 (centres undefined) | -0.2 | -14 | 8 | 0.9 |
| CN1CCN(C(=O)C23CCC(C)(c4nc5ccccc5nc42)C3(C)C)CC1 (centres undefined) | -0.4 | -9 | 2 | -1.1 |

Compound activity: PubChem BioAssay, The Scripps Research Institute Molecular Screening Center
